ER stress rescue: rescue of cells from ER stress-induced death, primary screen, 384-well, CSM14.1, thapsigargin, ATP luminescence (AID 1222); cellular ATP content (survival), % at 20 µM, or EC50 in µM where a hit was titrated; 190,000 tested, under 10 active; CSM14.1 thapsigargin-induced death rescue, ATP luminescence; higher % means a stronger effect;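 active = EC50 below 50 µM in the dose-response confirmation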;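 note: death triggered by thapsigargin at about 15 µM added after 2 h compound pretreatment; cell ATP read after overnight thapsigargin exposure of roughly 18 to 22 hours; normalized against plate controls of thapsigargin alone and 5% DMSO vehicle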
Large T inhibition: TAg ATPase/helicase activity blockers – biochemical (AID 1903); inhibition, % at 20 µM, or IC50 in µM where a hit was titrated; SV40 large T antigen ATPase/helicase inhibition assay; higher % means a stronger effect; hit rate 0.39% among 310,000; in the data active = a potency from the dose series; inconclusive = inhibition mostly from about 32% at the one dose, without a potency; inactive = the rest, 99 in 100 with inhibition below about 32%; note: strong numbers were not always called active
Dengue-2 NS5 capping: Dengue-2 NS5 methyltransferase inhibitors, primary screen, biochemical, confirmation dose response (AID 588689). inhibition, % at 25 µM, or IC50 in µM where a hit was titrated. hit rate 0.3% among 340,000. Dengue-2 NS5 methyltransferase capping enzyme assay, biochemical; higher % means a stronger effect; in the data active = a potency from the dose series; inconclusive = inhibition above about 29% without an active follow-up result
WT yeast gro inh: growth inhibition of WT yeast, mitochondrial fusion screen; mitochondrial fusion phenotypic screen, WT strain; inhibition, % at 10 µM; hit rate 2.1% among 190,000; in the data active = inhibition above about 58%; tested in S. cerevisiae
XIAP antagonists: XIAP antagonists, biochemical, IAP family, fluorescence polarization (AID 1018); XIAP BIR domain, fluorescence polarization peptide displacement; higher % means a stronger effect; one-dose displacement, % at 20 µM; IC50 in µM for titrated hits; hit rate 0.007% among 200,000; in the data active = displacement above about 50%; note: a part of the inactive calls stands beside numbers as strong as those of hits
West Nile antiviral: inhibition of WNV-induced cytopathic effect – cell-based, CPE readout (AID 1621); West Nile virus-infected cells, CPE inhibition; higher % means a stronger effect; CPE inhibition, % at 10 µM; hits with a dose series show IC50 in µM; hit rate 0.02% among 290,000; in the data active = a potency from the dose series; inconclusive = CPE inhibition mostly from about 3.7% at the one dose, without a potency; inactive = the rest, 99 in 100 with CPE inhibition below about 2.2%; note: strong numbers were not always called active
UTI89 phage lysis: protection from phage-mediated lysis, alamar blue read-out – E. coli UTI89, K1F phage, bacterial capsule biogenesis inhibitors (AID 488966) | E. coli UTI89 K1F phage lysis, alamar blue, 2 h; higher % means a stronger effect | hit rate 0.02% among 340,000 | inhibition, % at 100 µM, or IC50 in µM where a hit was titrated;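 active = phage lysis inhibition, versus mean bacterial control, above a set limit; inconclusive = no clear call, values can overlap the other calls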;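 note: capsule biogenesis inhibitors block K1F phage lysis so surviving cells raise fluorescence; higher fluorescence means more inhibition of phage lysis; actives were called in the ten point dose series up to 300 µM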
RSV antiviral HEp-2: inhibition of RSV-induced cytopathic effect – HEp-2 cells, primary 10 µM value included (AID 2391) | CPE inhibition, % at 10 µM; hits with a dose series show IC50 in µM | hit rate 0.13% among 310,000 | HEp-2 cells, RSV-induced CPE inhibition; higher % means a stronger effect; in the data active = a potency from the dose series; inconclusive = CPE inhibition mostly from about 23% at the one dose, without a potency; inactive = the rest, 99 in 100 with CPE inhibition below about 21%; note: strong numbers were not always called active
Yfh1-depleted yeast: mitochondrial function rescue without frataxin homolog – Friedreich's ataxia, plus single-dose screen, dose response (AID 1465) | S. cerevisiae Yfh1-off respiration, WST-1 reduction, 72 h; higher fold induction means a stronger effect | fold induction at 50 µM; hits with a dose series show EC50 in µM | hit rate 0.074% among 220,000;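 active = fold induction of absorbance versus untreated yeast above a set limit, then at least 30% activation at any dose in follow-up; inconclusive = repeats straddling the limit, or above it without dose testing; inactive = fold induction below the set limit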;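 note: activators that raise dye reduction in frataxin-depleted yeast; strong numbers were not always called active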
WT yeast gro inh mutant strain: recorded beside WT yeast gro inh, whose call it bears; inhibition, %; mitochondrial fusion phenotypic screen, mutant strain inhibition
Dengue-2 NS5 capping pilot replicate: recorded beside Dengue-2 NS5 capping, whose call it bears; inhibition, %; measured here: pilot screen replicate inhibition
Numbers without * were called inactive; i = inactive; ? = inconclusive; / = no result given; [ ] = dose if it differs, or a comment. Hits appear at their usual frequency, and some 2.2% of all compounds hit somewhere here.

SMILES	ER stress rescue	Large T inhibition	Dengue-2 NS5 capping	WT yeast gro inh	WT yeast gro inh mutant strain	XIAP antagonists	West Nile antiviral	UTI89 phage lysis	RSV antiviral HEp-2	Yfh1-depleted yeast	others
O=C(NCCCN1CCOCC1)c1ccc2c(c1)N(Cc1cccc(Cl)c1)C(=O)CS2	/	5%	-4%	/	/	/	-1.0%	0.2%	0.7%	/
O=C(CSc1nc(C2CCCCC2)n(-c2ccccc2)n1)NCC(F)(F)F	1.2%	2%	-1%	17	11	-4.4%	-0.9%	0.3%[50 µM]	1.1%	i
Cc1c(C(=O)NN)sc(-c2ccccc2)c1C#N	-1.9%	9%	/	10	8	-2.7%	-0.2%	/	2.7%	i
O=C(O)CCC(=O)NNC(=O)c1cccc(Br)c1	0.9%	11%	-9%	-16	15	-3.3%	-0.5%	1.5%[50 µM]	2.4%	i
CCSc1sc(CC)cc1C=O	-1.2%	1%	0%	-2	0	-1.5%	0.2%	0.1%	0.6%	i
COC(=O)Cc1c(C)c2ccc(OCC(C)=O)c(C)c2oc1=O	-3.5%	2%	1%	-9	-17	-1.5%	1.4%	-0.3%	3.0%	i
CCOc1ccccc1CNc1ccc(O)cc1	2.3%	17%	78%	22	16	-18%	-0.1%	2.0%	/	i
CCc1ccc(NC2Nc3cc(C)nn3S2)cc1 (stereo unspecified)	-2.8%	8%	-8%	32	26	-5.4%	0.0%	0.0%	1.2%	i
Cc1ccc(NC(=O)CSc2ncn[nH]2)cc1S(=O)(=O)N1CCOCC1	-1.2%	-3%	0%	-14	-21	-3.6%	0.2%	0.4%	0.7%	i
O=C(Nc1ccccc1C(F)(F)F)C1CCN(C(=O)c2cccs2)CC1	/	10%	-4%	/	/	/	-0.7%	0.2%	1.5%	/

The last three records of the section before lead into the next.
SMILES	ER stress rescue	Large T inhibition	Dengue-2 NS5 capping	WT yeast gro inh	WT yeast gro inh mutant strain	XIAP antagonists	West Nile antiviral	UTI89 phage lysis	RSV antiviral HEp-2	Yfh1-depleted yeast	others
CCc1ccc(NC2Nc3cc(C)nn3S2)cc1 (stereo unspecified)	-2.8%	8%	-8%	32	26	-5.4%	0.0%	0.0%	1.2%	i
Cc1ccc(NC(=O)CSc2ncn[nH]2)cc1S(=O)(=O)N1CCOCC1	-1.2%	-3%	0%	-14	-21	-3.6%	0.2%	0.4%	0.7%	i
O=C(Nc1ccccc1C(F)(F)F)C1CCN(C(=O)c2cccs2)CC1	/	10%	-4%	/	/	/	-0.7%	0.2%	1.5%	/
CCc1nc(N[C@@H](Cc2c[nH]c3ccccc23)C(=O)O)c2oc3ccccc3c2n1	5.4%	2%	6%	-2	3	-5.3%	0.3%	1.0%	1.0%	i
COc1cccc(N(C(=O)c2snc(C(N)=O)c2N)C(C(=O)NCC2CCCO2)c2cccs2)c1 (stereo unspecified)	/	30%	-16%	/	/	/	-0.8%	0.1%	2.2%	/
Cc1ccc(NC(=O)C2CCN(S(=O)(=O)c3ccc4c(c3)oc(=O)n4C)CC2)cc1	/	26%	-2%	/	/	/	-0.3%	0.3%	0.2%	/
COC(=O)c1[nH]c2cc(C)ccc2c1NC(=O)CN1CCOCC1	/	16%	-4%	/	/	/	0.6%	0.4%	1.8%	i
Cc1ccc(-c2nnc(SCC(=O)N3CCN(c4ccccc4)CC3)o2)cc1	-1.0%	0%	-2%	1	4	3.1%	0.4%	1.3%	2.3%	i
O=C(Nc1cccc(C(F)(F)F)c1)N1CCN(C(=O)Nc2cccc(C(F)(F)F)c2)CC1	-3.9%	12%	-9%	-4	15	-2.6%	1.4%	-0.9%	0.4%	i
CSc1sc(C)cc1/C=N/O	-1.2%	3%	-2%	-4	-18	-3.7%	-0.7%	-1.1%	2.9%	i
Cc1c(NC(=O)CSc2nnnn2C)c(=O)n(-c2ccccc2)n1C	-0.8%	-2%	-2%	5	0	-0.3%	0.3%	3.8%	1.5%	i
O=C(Cc1ccc(Br)cc1)N1CCN(c2ccccn2)CC1	0.0%	3%	-1%	4	-7	-6.4%	-1.2%	3.2%	2.4%	i
CCC1C(=O)N(C)CCc2ccccc21 (stereo unspecified)	-2.1%	5%	-7%	-8	13	-1.8%	0.5%	0.0%[50 µM]	0.8%	i

Filtered by structure, the entries above with bromine
SMILES	ER stress rescue	Large T inhibition	Dengue-2 NS5 capping	WT yeast gro inh	WT yeast gro inh mutant strain	XIAP antagonists	West Nile antiviral	UTI89 phage lysis	RSV antiviral HEp-2	Yfh1-depleted yeast	others
O=C(O)CCC(=O)NNC(=O)c1cccc(Br)c1	0.9%	11%	-9%	-16	15	-3.3%	-0.5%	1.5%[50 µM]	2.4%	i
O=C(Cc1ccc(Br)cc1)N1CCN(c2ccccn2)CC1	0.0%	3%	-1%	4	-7	-6.4%	-1.2%	3.2%	2.4%	i

(more compounds)
SMILES	ER stress rescue	Large T inhibition	Dengue-2 NS5 capping	WT yeast gro inh	WT yeast gro inh mutant strain	XIAP antagonists	West Nile antiviral	UTI89 phage lysis	RSV antiviral HEp-2	Yfh1-depleted yeast	others
CCN(CC)c1ccc(C=Nc2ccccc2)c(O)c1	-1.9%	9%	5%	-13	17	-4.4%	0.1%	-0.1%	0.8%	i
CCc1ccc(NC(=O)c2cc3c(C)nc4ccccc4c3o2)cc1	0.9%	8%	-15%	63*	13*	-4.5%	-0.2%	0.0%	45%	i
Cc1cc(NC(=O)NCC(F)(F)F)no1	/	1%	-2%	/	/	/	-0.4%	0.5%	/	i
CC1CC2(CCCC2)N(C(=O)N(C)C)c2ccc(F)cc21 (stereo unspecified)	/	8%	-8%	/	/	/	-0.3%	0.0%	0.5%	/
COc1ccc(N2CCN(C(=O)C3=NNC(=O)CC3)CC2)cc1	-1.7%	21%	/	-10	1	-2.3%	0.3%	-1.6%	0.0%	i
CNC(=O)C(NC(=O)CNC(=O)c1ccc(Cl)cc1)C(C)(C)C (stereo unspecified)	-1.3%	13%	-9%	3	6	-0.7%	0.1%	-0.3%	-1.1%	i
COc1ccc(N2CCN(C(CNC(=O)C(=O)NCCCn3ccnc3)c3cccnc3)CC2)cc1 (stereo unspecified)	-0.5%	?	-4%	2	6	-5.5%	-0.2%	0.3%	-0.4%	i
CC(=O)C1=C(C)N(Cc2ccccc2)C(=O)N[C@H]1c1ccco1	/	11%	-15%	/	/	/	0.2%	0.6%	4.7%	i
Cc1ccc(-n2ncc3c(=O)n(CC(=O)N(C)C)cnc32)cc1	/	6%	-3%	/	/	/	-0.3%	-0.3%	1.4%	/	Dengue-2 NS5 capping pilot replicate=-4.6
COc1ccc(C(=O)Nc2cc(C(F)(F)F)ccc2Cl)cc1OC	-0.8%	2%	0%	1	-22	-2.2%	0.2%	2.0%	/	i
COc1cccc2c(=O)n(CC(=O)N3CCCCCC3)ccc12	0.6%	13%	-4%	5	-3	-6.2%	0.2%	1.7%	0.5%	i
N#CC1=C(N)C(C#N)(C#N)C(c2cccnc2)C2COCC=C12 (stereo unspecified)	/	10%	2%	27	1	/	-0.2%	0.8%	0.4%	i
NS(=O)(=O)c1cc2c(cc1Cl)NC(CC1CCCC1)NS2(=O)=O (stereo unspecified)	/	15%	-2%	/	/	/	0.3%	0.1%	1.2%	i
CC1Oc2ccccc2N(Cc2ccccc2F)C1=O (stereo unspecified)	-2.7%	15%	/	21	41	-1.5%	0.8%	/	-0.3%	i
CC[n+]1c(/C=C/c2c[nH]c3ccccc23)ccc2cc(C)ccc21	0.9%	20%	/	76*	69*	-14%	-1.6%	/	/	i
Cc1ccc(C)c(S(=O)(=O)N2CCCOC2CNC(=O)C(=O)NCc2ccc3c(c2)OCO3)c1 (stereo unspecified)	/	26%	1%	/	/	/	-1.1%	0.0%	-0.1%	/
COc1cc2c(cc1OC)C(C)N(CCN1C(=O)c3ccccc3C1=O)CC2 (stereo unspecified)	/	8%	-6%	/	/	/	-0.4%	1.0%	4.1%	/
O=C(CNc1ccccc1)NNC1=NCCC1	-4.7%	3%	-4%	17	9	-3.2%	0.1%	0.0%	-0.3%	i
COc1ccc2c(c1)cc(C(=O)N[C@@H](Cc1ccccc1)C(=O)N[C@@H](C)C(=O)O)n2C	/	26%	-2%	/	/	/	0.1%	0.3%	1.9%	/
CC(C)Sc1nnc(NC(=O)C2CC2)s1	0.4%	/	-4%	26	3	-9.6%	-0.1%	0.2%	1.8%	i
Cc1cc(C)c(NC(=O)C[N+](C)(C)CC(O)COc2cccc3ccccc23)c(C)c1 (stereo unspecified)	-1.8%	-1%	4%	6	-6	-6.6%	1.9%	82µM*	-1.8%	i
CCOc1ccc(Br)cc1S(=O)(=O)NC1CC(C)(C)NC(C)(C)C1	/	7%	-1%	/	/	/	-0.9%	-0.1%	0.3%	/
COc1cccc(-c2nnn(CC(=O)N3CCCCC3)n2)c1	/	7%	-3%	/	/	/	0.5%	1.1%	1.2%	/
COc1cc2ccccc2cc1C(=O)OCC(=O)N1CCOCC1	1.4%	-2%	-7%	1	-5	-1.3%	-0.1%	0.7%	1.2%	i
CC1c2cc3c(cc2CCN1CC(=O)Nc1ccccc1)OCCCO3 (stereo unspecified)	/	1%	-1%	/	/	/	-1.1%	11%	/	/
COCCC(=O)N1CCc2c([nH]c3ccccc23)C1C(C)(C)C (stereo unspecified)	-0.9%	/	-3%	12	15	0.5%	-0.9%	0.0%	1.6%	i
CC(=O)c1ccc(-n2c(-c3cc(-c4ccco4)[nH]n3)n[nH]c2=S)cc1	9.2%	39%	22%	-3	-9	-7.3%	-0.1%	0.3%	0.8%	?
COc1ccc(CN2C(=NC(=O)C3CCCCC3)SC3CS(=O)(=O)CC32)cc1 (stereo unspecified)	/	6%	-4%	/	/	/	0.3%	0.2%	2.6%	/
CC1=CC(C)(C)Nc2ccc(OS(=O)(=O)c3ccc(C)cc3)cc21	-0.5%	6%	-4%	21	8	-0.5%	-1.0%	0.2%	20%	i
NS(=O)(=O)c1ccc(N/N=C/c2ccc(C(=O)O)cc2)c([N+](=O)[O-])c1	/	20%	10%	/	/	/	0.2%	0.2%	0.2%	i
CCCOC(=O)c1ccc(N2C(=O)c3ccccc3C2=O)cc1	0.6%	6%	-7%	-2	-2	-3.8%	0.3%	7.5%	0.9%	i
O=[N+]([O-])c1ccc(/C=N/N2CCN(c3ccncc3S(=O)(=O)N3CCCCC3)CC2)cc1	0.8%	4%	0%	-3	-17	1.6%	-0.7%	-3.6%	1.3%	i
COc1nc(Nc2ccc([N+](=O)[O-])cc2)nc(NC2CCCCC2)n1	0.2%	4%	5%	88*	43*	-5.9%	-0.7%	0.4%	5.0%	i
COc1cccc(-c2nc(CS(=O)(=O)CC(=O)N3CCN(C)CC3)c(C)o2)c1	-2.4%	-2%	-3%	5	-9	-7.0%	-0.2%	-0.9%	0.4%	i
Cn1c(=O)[nH]c(=O)c2c1nc(SCC(O)CO)n2CCCc1ccccc1 (stereo unspecified)	/	-3%	-11%	/	/	/	-0.1%	0.1%	2.5%	/

Screening data as filed in PubChem.
